# Source: PubChem
# Rv3671c inh – inhibits the M. tuberculosis serine protease Rv3671c | 320,000 tested, 0.048% active | inhibition, % at 5.96 µM | AID 2606; in the data active = inhibition above about 38%;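 note: extracellular domain of Rv3671c used as enzyme; 0% = enzyme with DMSO and 100% = no enzyme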
# CCHF vOTU inh – blocks the CCHF virus ovarian tumor domain protease; CCHFV vOTU protease, Pep-AMC fluorescence; 370,000 tested, 0.55% active; AID 651958; inhibition, % at 11.5 µM; note: 0% = vehicle wells with enzyme and 100% = no enzyme wells
# BoNT-F LC inh – inhibitors of Botulinum neurotoxin F light chain protease. AID 588497. inhibition, % at 10 µM. Multiplex microsphere protease cleavage assay, flow cytometry. 360,000 tested, 0.22% active; in the data active = inhibition above about 35%, passing the limit was not always enough; inconclusive = no clear call, values can overlap the other calls; note: plate controls were buffer without enzyme for full effect and enzyme alone for no effect
# MazEF act – increases E. coli MazEF RNase cleavage of RNA; P0AE70; FAM/BHQ RNA-DNA oligo cleavage fluorescence, 5 h; activation, % at 20 µM; 350,000 tested, 0.32% active; AID 504720; in the data active = activation above about 50%
# Target sequence (P0AE70 whole entry, looked up): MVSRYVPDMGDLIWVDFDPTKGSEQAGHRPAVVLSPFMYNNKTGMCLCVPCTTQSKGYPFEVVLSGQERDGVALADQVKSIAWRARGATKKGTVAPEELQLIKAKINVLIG
# UGM FP inh – Mtb UDP-galactopyranose mutase inhibition; purified UGM, fluorescence polarization probe displacement; inhibition, % at 10 µM; 320,000 tested, 0.06% active; AID 504406; in the data active = inhibition above about 10%, passing the limit was not always enough; inconclusive = no clear call, values can overlap the other calls
# Target sequence (P9WIQ1 whole entry, looked up): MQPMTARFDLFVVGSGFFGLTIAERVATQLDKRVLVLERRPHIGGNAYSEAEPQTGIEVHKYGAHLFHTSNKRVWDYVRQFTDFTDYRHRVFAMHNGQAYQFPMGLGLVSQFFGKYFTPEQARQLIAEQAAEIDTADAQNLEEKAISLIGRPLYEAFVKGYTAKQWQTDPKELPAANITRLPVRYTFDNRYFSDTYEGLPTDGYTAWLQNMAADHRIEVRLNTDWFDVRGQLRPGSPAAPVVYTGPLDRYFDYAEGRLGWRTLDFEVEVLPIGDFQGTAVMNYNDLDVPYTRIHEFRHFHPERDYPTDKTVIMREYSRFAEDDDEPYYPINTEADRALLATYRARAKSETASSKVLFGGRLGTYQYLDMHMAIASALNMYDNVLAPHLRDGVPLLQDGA
# FadD28 FP inh – inhibitors of Mycobacterium tuberculosis FadD28 bisubstrate binding; FadD28 bisubstrate probe binding, fluorescence polarization; inhibition, % at 12.5 µM; 360,000 tested, 0.22% active; in the data active = inhibition above about 8.5%, passing the limit was not always enough; inconclusive = no clear call, values can overlap the other calls
# DUSP3 inh – blocks human VHR1 dual specificity phosphatase; P51452; recombinant VHR phosphatase, pNPP absorbance; inhibition, % at 13.3 µM; 290,000 tested, 0.52% active; in the data active = inhibition above about 50%; note: some compounds called inactive have numbers as strong as hits
# Target sequence (P51452 whole entry, looked up): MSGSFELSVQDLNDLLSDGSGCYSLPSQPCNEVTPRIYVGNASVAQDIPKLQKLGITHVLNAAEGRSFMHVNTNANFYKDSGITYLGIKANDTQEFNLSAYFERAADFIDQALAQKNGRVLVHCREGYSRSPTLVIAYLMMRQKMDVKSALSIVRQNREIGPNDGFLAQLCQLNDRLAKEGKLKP
# Mtb BioA inh – inhibitors of Mycobacterium tuberculosis BioA enzyme; purified M. tuberculosis BioA enzyme, plate reader; inhibition, % at 9.99 µM; 360,000 tested, 0.096% active; in the data active = inhibition above about 40%; inconclusive = no clear call, values can overlap the other calls
# FBA Mtb inh – inhibitors of M. tuberculosis fructose-bisphosphate aldolase | P9WQA3 | purified M. tuberculosis FBA, fluorescence read-out | inhibition, % at 1 µM | 360,000 tested, 2.3% active | AID 588726; in the data active = inhibition above about 27%;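 note: 0% = vehicle and 100% = reference inhibitor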
# Target sequence (P9WQA3 whole entry, looked up): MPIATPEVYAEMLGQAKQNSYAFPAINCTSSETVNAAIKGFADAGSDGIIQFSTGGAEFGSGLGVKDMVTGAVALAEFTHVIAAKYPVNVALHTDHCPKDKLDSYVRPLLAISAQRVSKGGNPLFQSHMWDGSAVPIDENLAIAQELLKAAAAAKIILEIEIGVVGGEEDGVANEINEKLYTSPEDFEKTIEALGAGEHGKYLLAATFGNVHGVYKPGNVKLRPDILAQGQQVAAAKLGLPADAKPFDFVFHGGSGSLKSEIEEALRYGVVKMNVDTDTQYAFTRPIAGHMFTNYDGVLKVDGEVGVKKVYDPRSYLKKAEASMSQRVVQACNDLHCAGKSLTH
# GDH-TPI inh – GDH-TPI coupled enzyme inhibition counter-screen; GDH-TPI coupled enzyme counterscreen, NADH absorbance; inhibition, % at 4.8 µM; 360,000 tested, 1.2% active; AID 588335;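 note: 0% = DMSO wells and 100% = wells lacking the enzyme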
# Active calls of the source: *; ? = inconclusive; / = no result given. Cut-off read from the data, not from the text of the source, unless noted: active = inhibition above about 30%; inactive = the rest.
# Values run as follows: Rv3671c inh	CCHF vOTU inh	BoNT-F LC inh	MazEF act	UGM FP inh	FadD28 FP inh	DUSP3 inh	Mtb BioA inh	FBA Mtb inh	GDH-TPI inh
1. O=C(O)c1ccc(NS(=O)(=O)c2ccc3c(c2)C(=O)c2cc(S(=O)(=O)Nc4ccc(C(=O)O)cc4)ccc2-3)cc1
    -1.7	14.6	-6.3	1.2	3.9	?	-2.7	/	-2.8	8.7
2. CN(C)C(=O)CCc1ccc2c3c([nH]c2c1)[C@]1(C)[C@@H](C(=O)N2CCCCC2)C[C@H](CC(=O)NCC24CC5CC(CC(C5)C2)C4)C(=O)N1CC3
    /	18.0	-3.0	1.3	/	-0.8	/	0.9	-1.8	5.2
3. CN1CCN(C(=S)Nc2ccccc2Cl)CC1
    -3.0	3.1	-3.0	0.9	-0.2	-2.9	18.6	3.1	-0.7	-6.8
4. COc1ccccc1CNC(=O)C1(C)CCN1C(=O)C1(c2ccccc2)CC1 (stereo not drawn)
    /	3.7	-4.9	/	/	-3.4	/	-0.7	0.4	6.6
5. CC(NC(=O)c1ccco1)C(=O)OCc1cccc(C(F)(F)F)c1 (stereo not drawn)
    6.0	-2.1	7.4	-2.7	-1.1	-0.8	/	-0.2	-1.3	6.3
6. Cn1cnc2c(cnn2-c2ccccc2)c1=O
    2.0	7.0	-2.6	1.5	4.8	/	13.3	0.3	1.6	-0.7
7. Cc1ccc(N(CC(=O)NC2CCCCC2)C(=O)CNC(=O)c2ccco2)cc1F
    0.8	7.2	-2.8	4.8	-4.3	-3.2	3.0	2.4	-0.5	-6.0
8. Cc1ccc(NC(=O)Cn2c(C)csc2=O)cc1
    /	-7.5	-2.7	2.7	/	-2.3	/	/	0.8	-0.3
9. COc1ccc(-n2c(-c3ccco3)n[nH]c2=S)cc1
    1.9	0.8	3.7	5.4	1.6	-0.6	-2.3	4.0	9.7	-9.5
10. CCOc1ccccc1NC(=O)/C=C/C(N)=O
    4.2	-1.0	-5.8	0.3	-3.1	-3.0	28.6	-1.0	-0.7	8.3
11. O=C1c2ccccc2C(=O)N1CCCc1nc(-c2ccncc2)no1
    5.2	-2.7	-1.8	-0.4	-0.4	-2.7	25.0	-1.3	-3.2	2.9
12. COc1ccc2c(c1)S/C(=C\C(=O)c1ccncc1)N2C
    -2.3	14.0	-32.3	140.7*	-2.1	0.4	5.0	-1.1	-11.0	-11.9
13. CCOc1ccccc1N1CCN(C(=O)c2c(-c3ccccc3Cl)noc2C)CC1
    6.9	-2.4	-2.3	14.7	-1.4	-3.1	8.5	/	1.1	4.1
14. O=C(NCC1CCCO1)C(c1ccc(F)cc1)N(C(=O)Cn1nnc(-c2ccc(F)cc2)n1)c1cccc(O)c1 (stereo not drawn)
    5.4	-1.1	0.1	-4.0	3.9	-1.5	47.0	/	8.2	5.9
15. CC(/C=N/NC(=O)Cn1nccc1C)=C\c1ccc(C(C)C)cc1
    -3.4	24.8	-1.8	-1.6	2.6	0.1	-0.9	2.5	-0.7	12.2
16. COC(=O)c1sccc1NC(=O)COc1cccc(C)c1
    -9.1	15.4	-0.1	6.3	-1.7	-3.5	18.8	/	6.1	5.2
17. CCOc1ccc(C(=O)N2CCN(CC(=O)N3CCCC3)CC2)cc1OCC
    -5.2	-4.4	-3.7	11.7	-0.7	-0.5	/	-0.2	1.0	12.5
18. Cc1ccc(C)c2[nH]c(=O)c(CCNC(=O)c3cc4ccccc4o3)cc12
    -16.6	7.5	-5.2	10.4	0.0	-1.0	2.0	-0.1	0.4	-3.4
19. COc1ccccc1OCC(O)Cn1c(Br)nc2c1c(=O)[nH]c(=O)n2C (stereo not drawn)
    20.6	2.0	-9.4	4.0	3.3	-4.1	13.9	-1.6	0.0	-1.0
20. Cn1c(Cc2ccccc2)[n+](C)c2ccccc21
    1.8	-22.0	-1.6	-1.0	-3.1	-1.5	29.7	/	4.3	3.4
21. Cc1ccccc1CN1CCCC(C(=O)Nc2ccc(-c3ccn[nH]3)cc2)C1 (stereo not drawn)
    -4.8	13.6	-4.3	-2.3	0.4	/	10.5	-0.1	-1.6	3.8
22. Cc1cc(NC(=O)CSCC(=O)Nc2cc(C(F)(F)F)ccc2N2CCOCC2)no1
    7.6	10.2	0.7	2.7	0.2	-2.0	/	-1.0	0.0	2.8
23. c1ccc2c(c1)CNc1ccccc1C2
    2.0	9.2	-124.1	1.9	-0.6	-3.5	-8.6	1.2	2.7	-0.3
24. COc1ccc(-n2nc3c(c2NC(=O)c2ccc(S(=O)(=O)N4CCOCC4)cc2)CS(=O)C3)cc1 (stereo not drawn)
    -0.7	-4.2	1.3	8.5	0.2	1.3	36.6	/	1.9	6.5
25. NC(=O)c1sc(=S)n2c1[nH]c(=O)c1sccc12
    7.6	-7.2	-6.7	9.6	2.1	6.0	10.6	/	-4.9	3.1
26. CCCCC(=O)Nc1c(C)cc(C)cc1Cl
    -1.0	9.5	-9.3	1.2	-0.3	-1.8	7.3	1.2	-1.5	8.6
27. CC1CCCCN1C(=O)C1CCCCN1S(=O)(=O)c1cccc([N+](=O)[O-])c1 (stereo not drawn)
    3.3	7.6	-3.4	-7.1	2.0	-3.5	5.4	-2.1	-4.3	6.2
28. CCCCC(CC)COC(=O)C(C#N)=C(c1ccccc1)c1ccccc1 (stereo not drawn)
    4.0	4.6	-0.6	-10.4	-0.7	-4.7	/	-0.2	-4.3	2.8
29. COCCNC(=O)CN(C(=O)c1ccc(N2CCCC2)nc1)c1ccccc1
    -0.3	2.2	-7.9	7.4	0.2	-1.4	14.4	/	2.0	14.9
30. CN(C)S(=O)(=O)Oc1ccc(C(=O)Nc2ccc([N+](=O)[O-])cc2)cc1
    3.3	0.5	-2.0	0.1	-1.9	-3.8	1.8	-1.5	-0.1	3.9
31. CCCC(=O)c1ccc(N2CCCC2)c(F)c1
    -7.5	17.9	?	-9.4	1.4	-0.6	-13.2	-0.8	-1.7	13.9
32. O=C(CCN1C(=O)/C(=C/c2ccco2)SC1=S)Nc1ccc(C(=O)O)c(O)c1
    -18.8	14.0	-37.7	-6.7	1.2	11.4*	-6.7	0.8	1.6	4.1
33. CCOC(=O)c1cnc2cc(C)nn2c1C
    -7.0	-7.9	/	2.0	0.6	-1.3	-24.3	0.0	-0.4	6.0
34. O=C(COC(=O)Cc1ccccc1)NC12CC3CC(CC(C3)C1)C2
    -1.6	1.1	-40.0	-1.1	-1.4	0.2	28.7	-0.1	2.7	0.8
35. C#CCOCCOCCOCCNc1nc(N2CCN(C(=O)CCCCCCCCCCNC(=O)[C@@H](CCSC)n3cc(CCO)nn3)CC2)nc(N2CCN(C(=O)CCCCCCCCCCNC(=O)[C@H](CO)n3cc(CCCCCN)nn3)CC2)n1
    -5.8	/	-54.5	-23.4	-1.9	-6.6	/	-1.8	0.2	-4.4
36. C=C(CCO)C1=CCN(S(=O)(=O)C(C)(C)C)[C@@H]1CCO
    /	19.0	-5.3	1.1	/	0.5	/	-2.3	-3.0	7.3
37. CCC1CCCCN1S(=O)(=O)c1ccccc1 (stereo not drawn)
    3.8	-2.5	17.7	5.7	0.1	1.0	20.7	0.0	4.3	-10.4
38. Cc1onc(-c2c(Cl)cccc2Cl)c1NC(=O)NNc1ccccn1
    -0.2	-8.5	5.6	6.0	-1.5	-0.3	26.9	/	1.5	4.8
39. CCN1CCN(P2(=O)C=C(c3ccccc3)OC(c3ccccc3)=C2)CC1
    11.8	-2.1	-10.6	1.8	1.4	-1.4	36.8	0.0	4.7	6.9
40. COc1ccc(/C=C(/NC(=O)c2ccco2)C(=O)N2CCOCC2)cc1
    -5.2	-2.4	-0.4	-17.0	0.1	1.3	23.9	-0.1	0.2	7.1
41. CCOc1ccccc1C1CC(=O)Nc2cc3c(cc21)OCO3 (stereo not drawn)
    3.3	1.7	1.7	8.5	4.1	0.9	0.0	1.7	-2.8	-4.1
42. O=C(c1ccc(-n2c(SCc3cc(F)ccc3F)nc3ccccc3c2=O)cc1)N1CCOCC1
    5.3	-5.1	-7.6	0.6	0.7	-1.3	1.5	-1.1	2.0	5.2
43. CCOC(=O)[C@H]1[C@H]2COc3ccccc3[C@@H]2N2C(=O)c3cc(C)ccc3NC(=O)[C@@]12C
    -4.0	1.9	-9.9	1.6	0.8	-1.1	/	2.0	3.6	13.4
44. COc1ccc(C(=O)CC(=O)c2ccc(C)cc2)c(O)c1
    0.3	5.5	-12.2	5.3	-0.3	0.2	-0.7	-1.1	4.9	3.7
45. O=C1NC(=O)C(CC(=O)N(Cc2ccco2)C2(C(=O)NC3CCCCC3)CCCCC2)N1 (stereo not drawn)
    -5.6	0.3	-8.6	6.7	0.5	-3.0	2.9	0.1	5.4	-4.9
46. NC(=O)CC(NC(=O)c1ccc(Br)cc1)c1ccc(NCCc2ccc(F)cc2)c([N+](=O)[O-])c1 (stereo not drawn)
    -8.9	1.1	-9.1	14.4	1.5	-3.3	19.1	-0.5	-2.7	2.5
47. Cc1nc(NC(=O)CN2CC(C)OC(C)C2)sc1C(=O)N(C)C (stereo not drawn)
    -4.7	15.1	/	2.4	-2.0	0.8	-1.9	-1.2	-0.3	10.0
48. O=C(CN(c1cccc(C(F)(F)F)c1)S(=O)(=O)c1ccc(Cl)c([N+](=O)[O-])c1)NCc1ccc(F)cc1
    -5.0	12.9	-3.5	-0.1	-1.1	-1.7	-13.0	-1.7	-4.2	11.6
49. CN(C)C(=O)c1ccc2c(c1)C1C3CCC(C3)C1C(c1ccccc1)N2 (stereo not drawn)
    -4.2	5.4	-2.8	-2.3	0.5	0.3	-11.3	/	0.1	4.0
50. C[C@@]12C(=O)Nc3ccccc3C(=O)N1[C@H]1c3cc(Cl)ccc3OC[C@@H]1[C@@H]2c1ccccc1
    -38.6	4.0	-3.4	-1.1	0.7	-6.9	/	-1.1	3.1	18.1
51. Cc1nn(CCC#N)c(NC(=O)c2ccc(Cl)cc2)c1P(=O)(Nc1ccc([N+](=O)[O-])cc1)N1CCOCC1 (stereo not drawn)
    1.9	1.9	/	1.8	-3.3	-2.4	22.9	1.5	2.3	17.1
52. Cc1cc2ncn(C(=O)c3c(-c4ccccc4Cl)noc3C)c2cc1C
    0.0	2.7	-8.9	-5.3	0.6	0.0	15.4	-1.1	3.3	7.3

# 8 entries out of the list, arranged by SMILES length, largest number first.
# Values run as follows: Rv3671c inh	CCHF vOTU inh	BoNT-F LC inh	MazEF act	UGM FP inh	FadD28 FP inh	DUSP3 inh	Mtb BioA inh	FBA Mtb inh	GDH-TPI inh
1. O=C(O)c1ccc(NS(=O)(=O)c2ccc3c(c2)C(=O)c2cc(S(=O)(=O)Nc4ccc(C(=O)O)cc4)ccc2-3)cc1
    -1.7	14.6	-6.3	1.2	3.9	?	-2.7	/	-2.8	8.7
27. CC1CCCCN1C(=O)C1CCCCN1S(=O)(=O)c1cccc([N+](=O)[O-])c1 (stereo not drawn)
    3.3	7.6	-3.4	-7.1	2.0	-3.5	5.4	-2.1	-4.3	6.2
36. C=C(CCO)C1=CCN(S(=O)(=O)C(C)(C)C)[C@@H]1CCO
    /	19.0	-5.3	1.1	/	0.5	/	-2.3	-3.0	7.3
34. O=C(COC(=O)Cc1ccccc1)NC12CC3CC(CC(C3)C1)C2
    -1.6	1.1	-40.0	-1.1	-1.4	0.2	28.7	-0.1	2.7	0.8
38. Cc1onc(-c2c(Cl)cccc2Cl)c1NC(=O)NNc1ccccn1
    -0.2	-8.5	5.6	6.0	-1.5	-0.3	26.9	/	1.5	4.8
25. NC(=O)c1sc(=S)n2c1[nH]c(=O)c1sccc12
    7.6	-7.2	-6.7	9.6	2.1	6.0	10.6	/	-4.9	3.1
8. Cc1ccc(NC(=O)Cn2c(C)csc2=O)cc1
    /	-7.5	-2.7	2.7	/	-2.3	/	/	0.8	-0.3
37. CCC1CCCCN1S(=O)(=O)c1ccccc1 (stereo not drawn)
    3.8	-2.5	17.7	5.7	0.1	1.0	20.7	0.0	4.3	-10.4
